# TEAD-YAP inh: TEAD-YAP interaction inhibition | HEK-TIYL cells, TEAD-Gal4/YAP UAS-luciferase luminescence | inhibition, % at 9.12 µM | hit rate 1.4% among 640,000 | AID 1259422; in the data active = inhibition above about 32%;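 also: 0% = median of test compound wells and 100% = reference inhibitor wells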
# MITF primary: inhibitors of human MITF; O75030; AID 1259374; AlphaScreen MITF homodimerization, bead proximity signal; inhibition, % at 2.6 µM; hit rate 0.91% among 650,000; in the data active = inhibition above about 50%;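 also: 0% = vehicle wells with protein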
# FBW7 activator: human FBW7 E3 ligase activation, primary screen; hit rate 0.13% among 650,000; AlphaScreen FBW7–phospho-cyclin E peptide binding, activator screen; normalized activity (activation), % at 26.1 µM; in the data active = normalized activity above about 1.9%;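 also: purified mutant Fbw7 with reduced substrate affinity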
# Target sequence (Q969H0 whole entry, looked up): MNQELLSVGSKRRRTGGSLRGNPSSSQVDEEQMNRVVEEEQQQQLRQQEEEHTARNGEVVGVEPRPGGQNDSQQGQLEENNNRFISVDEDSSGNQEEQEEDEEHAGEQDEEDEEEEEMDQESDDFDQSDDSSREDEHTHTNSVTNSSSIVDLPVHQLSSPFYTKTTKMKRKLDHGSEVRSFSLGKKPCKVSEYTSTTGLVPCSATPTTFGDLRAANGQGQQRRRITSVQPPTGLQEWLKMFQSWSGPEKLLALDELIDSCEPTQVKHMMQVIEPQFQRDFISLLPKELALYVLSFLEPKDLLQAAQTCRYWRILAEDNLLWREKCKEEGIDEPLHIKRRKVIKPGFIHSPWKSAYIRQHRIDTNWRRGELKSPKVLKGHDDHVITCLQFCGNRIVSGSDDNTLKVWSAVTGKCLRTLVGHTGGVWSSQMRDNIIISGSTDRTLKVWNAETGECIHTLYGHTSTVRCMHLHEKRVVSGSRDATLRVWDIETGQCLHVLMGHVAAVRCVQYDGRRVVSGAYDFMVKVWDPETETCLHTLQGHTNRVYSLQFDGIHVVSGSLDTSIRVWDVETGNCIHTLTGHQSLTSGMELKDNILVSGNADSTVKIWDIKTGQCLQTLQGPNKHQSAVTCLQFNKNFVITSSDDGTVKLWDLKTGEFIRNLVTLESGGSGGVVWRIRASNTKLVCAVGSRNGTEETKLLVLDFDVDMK
# GPR151 ag: activates the human receptor GPR151. Q8TDV0. PathHunter beta-arrestin GPR151 cells, luminescence. activation, % at 11.2 µM. hit rate 1% among 650,000; in the data active = activation above about 4.9%;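 also: 0% = median of compound wells and 100% = cells with positive control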
# * marks the source's active call; other numbers are inactive results; & = joins results of further samples.
# Screens in order: TEAD-YAP inh	MITF primary	FBW7 activator	GPR151 ag
- O=C(CCCN1C(=O)/C(=C\c2ccco2)SC1=S)Nc1cccc(C(=O)O)c1
    -3	8	0.0	3.4
- O=C(Nc1cccc(-c2ccncc2)n1)C1Cc2c(ccc3ccccc23)O1 (configuration not stated)
    -30	-2	-0.1	4.5
- CC1(C)CC(=O)C(C=NC2CCCCCCC2)=C(O)C1
    -1	4	0.1	1.8
- O=C1NC(=S)N/C1=C/c1cccs1
    13	-2	0.2	1.8
- Cc1nn(CC(=O)N2CCOCC2)c(=O)c2cc3ccsc3n12
    3	1	-0.1	-0.4
- CC1=C(C(=O)Nc2ccccc2)C(c2ccccc2)n2c(s/c(=C/C=C\c3ccccc3)c2=O)=N1 (configuration not stated)
    4	3	0.3	0.1
- Cc1cc(C)n(C(Nc2ccc(Br)cn2)c2ccc(C)o2)n1 (configuration not stated)
    -8	-14	0.6	-0.6
- O=C(O)C(=Cc1ccc(-c2cccc([N+](=O)[O-])c2)o1)C(=O)O
    -1	12	0.0	-1.2
- COc1ccc(-n2nc3cc(C)c(NC(=O)c4ccccc4OC)cc3n2)cc1
    -8	-1	-0.2	2.1
- O=C(Cn1nc(-c2ccc3c(c2)OCCO3)ccc1=O)NCc1ccco1
    8	-1	0.0	-0.5
- O=C(OCC(=O)N1CCCCCC1)c1ccc(F)cc1F
    1	5	0.1	-0.2
- Cc1nn(CC(=O)NCCn2nc(-c3cccs3)oc2=O)c(=O)c2ccccc12
    5	-18	-0.1	-0.8
- O=C1OC(c2ccccc2Cl)=N/C1=C\c1cccc(Cl)c1Cl
    6	-1	0.1	0.8
- CCOc1ccc2cc(-c3csc(N)n3)c(=O)oc2c1
    28	-3	-0.1	-8.0
- C/C(CN1C(=O)c2ccccc2C1=O)=N\NC(=O)CC(=O)O
    7	11	0.0	1.2
- COc1ccc(Nc2nn3c(=O)c4ccccc4nc3s2)cc1
    -16	7	0.0	-2.3
- O=C(NCc1cccc(F)c1)C1CCN(c2nc3ccccc3n3cccc23)CC1
    5	-5	0.1	0.4
- O=C(NCc1nc(-c2ccccc2)no1)c1ccc(F)cc1
    -11	5	-0.1	0.1
- Cn1nccc1Nc1nc(C(=O)NC2CCN(Cc3ccccc3)CC2)cs1
    4	-11	0.0	0.0
- COC(=O)C1(Cc2ccccc2)C(=O)OC(c2ccccc2)C(C)(C)C1=O (configuration not stated)
    -6	-6	-0.1	0.8

# 3 entries picked at random from the list so far:
# Screens in order: TEAD-YAP inh	MITF primary	FBW7 activator	GPR151 ag
- O=C(NCc1cccc(F)c1)C1CCN(c2nc3ccccc3n3cccc23)CC1
    5	-5	0.1	0.4
- O=C(Nc1cccc(-c2ccncc2)n1)C1Cc2c(ccc3ccccc23)O1 (configuration not stated)
    -30	-2	-0.1	4.5
- O=C(Cn1nc(-c2ccc3c(c2)OCCO3)ccc1=O)NCc1ccco1
    8	-1	0.0	-0.5

# (continued)
# Screens in order: TEAD-YAP inh	MITF primary	FBW7 activator	GPR151 ag
- COc1ccc(C2Nc3ccccc3-c3cc(C)nn32)cc1OC (configuration not stated)
    -1	43	0.0	0.3
- O=C(Nc1ccncc1)NC1CCN(C(=O)[C@H](O)CSc2ccc(Br)cc2)CC1
    17	11	-0.1	0.7
- Cn1c(/C(C#N)=C(\O)CN2C(=O)CCC2=O)nc2ccccc21
    3	15	-0.1	-2.0
- CC(OC(=O)CCCC(=O)Nc1ccc(Cl)cc1)C(=O)c1ccccc1 (configuration not stated)
    3	17	-0.1	-0.7
- Cc1c(NC(=O)c2cc3ccccc3o2)c(=O)n(-c2ccccc2)n1C
    4	-14	0.1	1.0
- O=C(NCCCN1CCOC(c2ccccc2)C1)c1cccc2ccccc12 (configuration not stated)
    9	0	-0.2	0.1
- O=C(CC1C(=O)NCCN1Cc1ccc(-c2ccccc2)cc1)NCC1CCOCC1 (configuration not stated)
    1	9	0.1	-0.8
- Cc1ccc(CSc2nnc3c(n2)OC(c2ccco2)Nc2ccccc2-3)cc1 (configuration not stated)
    7	-19	0.2	0.9
- O=C(NNC(=O)c1cccc(I)c1)c1ccc(F)cc1
    -6	1	0.0	-0.4
- C=CCNC(=O)CSc1nnc(CSc2nc3ccccc3s2)n1CC
    -3	-9	-0.2	4.7
- CCC(=O)N1c2ccc(S(=O)(=O)NC(C)CC)cc2CC1C (configuration not stated)
    2	5	0.1	0.5
- CC1CCN(c2cc(-n3nc(C(F)(F)F)cc3-c3ccccc3)ncn2)CC1
    3	-1	0.1	4.0
- CCC(C)C(NS(=O)(=O)c1ccc(C)cc1)C(=O)N1CCOCCOCCOCC1 (configuration not stated)
    5	-15	0.0	-1.1
- CCC(Sc1nc2cc(OC)c(OC)cc2c(=O)n1Cc1ccc(Cl)cc1)C(=O)Nc1cccc(C)c1 (configuration not stated)
    -6	-4	-0.1	1.4
- CCOc1ccc(-n2nc3ccc(NC(=O)c4ccc5ccccc5c4)cc3n2)cc1
    10	6	0.2	-0.4
- O=[N+]([O-])c1nn(-c2ccc(Cl)cc2)n(O)c1=NCc1ccccc1Cl
    -20	0	-0.2	0.4
- CCCOC(=O)C1=C(C)NC2=C(C(=O)CC(c3ccc(OC)cc3)C2)C1c1cccc2ccccc12 (configuration not stated)
    1	1	0.0	-1.1
- O=c1[nH]c(/C=C\c2ccc(Br)cc2)c([N+](=O)[O-])c(=O)[nH]1
    -1	10	0.3	-1.7
- Cc1nc2sc(C(=O)c3ccccc3)c(N)c2c(C)c1Cl
    1	-22	0.0	0.7
- O=[N+]([O-])c1cccc(C2C=C(c3ccc(Cl)cc3Cl)Nc3nnnn32)c1 (configuration not stated)
    3	11	-0.3	1.0
- CCC1CCCCN1S(=O)(=O)c1cc(OC)c(C)cc1C (configuration not stated)
    5	8	0.2	-0.3
- O=C(COc1cccc(Br)c1)N=C1N=C2C=CC=CN2Cc2ccccc21
    -46	-13	0.0	-7.7
- COc1ccc(-n2cc(-c3ccccc3)nc2SCC(=O)Nc2ccc(F)cc2)cc1
    -6	15	0.0	1.2
- CC(=O)C1=C(C)Nc2sc(C(=O)c3cccc([N+](=O)[O-])c3)c(N)c2C1c1cccnc1 (configuration not stated)
    -5	8	0.0	2.4
- Cc1cc2c(cc1S(=O)(=O)C(C)CC(=O)Nc1ccc(F)cc1F)OCC(=O)N2 (configuration not stated)
    3	9	0.2	-0.4
- Cn1c(=O)cc(NCc2ccncc2)n(Cc2cccc(C(F)(F)F)c2)c1=O
    -16	-6	-0.1	0.5
- O=C(NCC(c1ccco1)N1CCc2ccccc21)c1ccc(Br)o1 (configuration not stated)
    3	11	0.1	-0.1
- Cc1cc(I)ccc1Nc1nc(Cl)nc(NCCO)n1
    7	14	0.1	1.5
- O=C(Nc1ccccc1C(=O)c1ccccc1)c1ccc(Nc2nc(-c3ccccc3)c3cc(Br)ccc3n2)cc1
    0	3	0.5	0.0
- O=C(NC(=S)Nc1ccc(-c2nc3ccccc3o2)cc1)c1ccc(S(=O)(=O)N2CCCC2)cc1
    -8	-9	0.1	3.3
- CCOC(=O)N1CCN(C(=O)c2ccc(-n3c(=S)[nH]c4ccccc4c3=O)cc2)CC1
    10	17	0.1	0.3
- CCCCC(CC)CNC(=O)C(=O)NC(C)c1ccccc1 (configuration not stated)
    8	-1	0.0	0.3
- CCOc1cc(/C=C2\SC(c3ccc(C)cc3)=NC2=O)cc(Br)c1O
    -6	10	0.0	0.1
- O=C(NCc1ccco1)c1ccc2c(=O)n(C3CCCCC3)c(SCc3cc(F)ccc3F)nc2c1
    -2	-8	-0.1	1.1
- CCOc1cc(OCC)cc(C(=O)Nc2cccc3nsnc23)c1
    -5	-19	0.0	-0.4
- CC(NC(=O)C1CCOCC1)c1nnc2n1CCN(Cc1cc3ccccc3o1)CC2 (configuration not stated)
    0	9	0.1	-0.3
- O=C(Nc1ccon1)c1cc(-c2cccnc2)nc2ccc(Cl)cc12
    -5	-2	-0.2	-1.0
- CCOC(=O)C(=O)N1c2cc(C)c(C)cc2-c2c(ssc2=S)C1(C)C
    3	10	-0.1	-1.7
- CCc1ccc(NC(=S)c2c(-c3ccccc3)c3c4n(c(CNc5ccc(Cl)cc5)nn24)CCCC3)cc1
    8	3	0.2	-0.8
- CCn1cc(C(=O)Nc2cc(OC)c(OC)c(OC)c2)c(=O)c2ccc(C)nc21
    3	1	-0.1	-1.3

# The final 4 records of the section before lead into the next.
# Screens in order: TEAD-YAP inh	MITF primary	FBW7 activator	GPR151 ag
- O=C(Nc1ccon1)c1cc(-c2cccnc2)nc2ccc(Cl)cc12
    -5	-2	-0.2	-1.0
- CCOC(=O)C(=O)N1c2cc(C)c(C)cc2-c2c(ssc2=S)C1(C)C
    3	10	-0.1	-1.7
- CCc1ccc(NC(=S)c2c(-c3ccccc3)c3c4n(c(CNc5ccc(Cl)cc5)nn24)CCCC3)cc1
    8	3	0.2	-0.8
- CCn1cc(C(=O)Nc2cc(OC)c(OC)c(OC)c2)c(=O)c2ccc(C)nc21
    3	1	-0.1	-1.3
- COc1ccc(/C(C)=N/NC(=O)CNc2ccccc2Cl)cc1
    2	11	0.0	-0.1
- COc1cc(-c2cc(C(=O)O)c3c(OC)c(OC)c(OC)cc3n2)ccc1O
    -7	14	0.1	4.5
- COc1cccc2cc(C(N)=O)/c(=N/O)oc12
    7	-10	0.3	0.6
- COc1ccc(C(C)=O)cc1COC(=O)c1ccc[nH]c1=O
    2	-6	0.6	-0.2
- C=CCC1(O)C=C2c3cc(OC)c(OC)cc3CC(C)(C)N2C1=O (configuration not stated)
    2	-2	-0.2	1.1
- CCCc1[nH]n(-c2ccc(F)cc2)c(=O)c1C=NCCN1CCN(C(=S)NCC)CC1
    -9	15	0.6	1.9
- COc1ccc(CNC(=O)CNCC2(N3CCOCC3)CCCCC2)cc1
    2	55*	-0.3	0.4
- Cc1ccc(-c2csc(N3C(=O)CNC3=S)n2)cc1
    -46	16	0.1	5.7*
- CCOc1ccc(NC(=O)c2ccc(C)c(NC3=NC4CS(=O)(=O)CC4S3)c2)cc1 (configuration not stated)
    9	-1	0.1	1.2
- Cn1cc(NC(=O)Nc2ccc(F)cc2F)c2ccccc2c1=O
    4	1	0.0	0.0
- O=c1c2ccccc2c(-c2ccc(Br)cc2)nn1-c1ccccc1
    10	6	0.2	-1.4
- CC(C)Cn1c(=O)[nH]c2ncc(-c3cccc(C(=O)N(C)C)c3)nc21
    13	-10	-0.1	1.0
- Cc1cc(=O)n(CC(=O)NC2(c3ccc4c(c3)OCO4)CCCC2)c2ccccc12
    -2	14	-0.2	-0.2
- CCOC(=O)c1c(/N=c2\oc3ccc(Cl)cc3cc2C(=O)Nc2ccc(C)cc2)sc2c1CCCC2
    7	6	-0.1	1.3
- NC(=O)c1ccc(N2CCOCC2)c(N)c1
    -2	0	-0.5	-0.8
- CCCN1CCC(=NNC(=O)Cc2ccc([N+](=O)[O-])cc2)CC1
    1	-4	-0.1	-0.4
- c1ccc(-c2nnn(Cc3c(-c4ccccc4)nc4ccccn34)n2)cc1
    -3	12	0.0	-0.7
- CCOC(=O)c1sc(NC(N)=O)c(C#N)c1C
    4	7	0.1	-0.4
- Cc1nc2c(C(=O)NCc3ccc(F)cc3)cnn2c(C)c1Cc1ccccc1
    0	-3	-0.2	1.2
- CCn1c(COc2ccccc2C)nnc1SCC(=O)N1CCCC(C)C1 (configuration not stated)
    -7	-7	0.1	0.2
- CCN(CC)CCCN(Cc1ccco1)C(=S)Nc1cccc(C)c1
    4	12	0.5	-0.5
- COc1ccc(OC)c(NC(=O)c2sc3ncnc(N(C)c4ccccc4)c3c2C)c1
    -13	1	-0.1	-0.7
- CCCCCn1c2ccccc2c2nc3cc(F)ccc3nc21
    0	-2	0.2	-0.5
- Cc1ccc(C=C2C(=O)N(C)C(=S)N(C)C2=O)o1
    -9	25	-0.2	0.9
- COc1cc2c(cc1OC)C(C(=O)N1CCCCC1C)C(c1cccs1)N(C)C2=O (configuration not stated)
    -7	3	-0.1	0.5
- Cc1nn2c(nc(N3CCCC3)c3ccccc32)c1/C=N/Nc1ccc([N+](=O)[O-])cc1
    6	1	0.6	-0.9
- COC(=O)c1ccc(C2C(C(C)=O)=C(O)C(=O)N2CC(OC)OC)cc1 (configuration not stated)
    1	-1	0.2	0.5
- O=C(CSc1ccc(Cl)cc1)N1CCN(c2nc3ccccc3s2)CC1
    -10	9	0.1	-1.1
- COCCn1c(SCC(=O)N(C(C)C)C(C)C)nnc1-c1ccco1
    8	6	-0.1	1.3
- CN(C)C=NCCCn1c(N2CCCCC2)nc2c1c(=O)n(C)c(=O)n2C
    -2&-1	4&12	0.1&0.1	1.8&2.4
- Cc1cc(=O)nc2c3ccccc3n(CC(=O)Nc3ccc(Cl)cc3)n12
    7	17	0.1	0.0
- COCCNC(=O)c1cc(S(=O)(=O)N2CCCCC2)c[nH]1
    8	14	0.0	0.2
- CC(=O)c1cnc2c(C)c(-c3ccc(C)cc3)nn2c1C
    -58	5	0.0	-0.4
- CCc1sc(N2N=C(c3cccs3)CC2c2ccc(F)cc2)nc1-c1ccc(OC(=O)c2ccccc2)cc1 (configuration not stated)
    -1	-7	0.0	-0.6
- CCOC(=O)C1=C(C)Nc2nnnn2C1c1ccc(OC)c([N+](=O)[O-])c1 (configuration not stated)
    -2	12	0.1	0.8
- Cc1[nH]nc2c1C(c1ccsc1)C(C#N)=C(N)O2 (configuration not stated)
    2	4	-0.3	-0.6
- Cc1ccc(C(=O)COC(=O)c2cccc(Oc3c(Cl)cccc3[N+](=O)[O-])c2)cc1
    -3	11	0.1	-1.1
- O=C(Nc1ccc2cnccc2c1)C(O)c1ccc(Br)cc1 (configuration not stated)
    0	10	0.2	-0.3
